GAA850 FXN act – frataxin GAA850 promoter activation; hit rate 0.56% among 360,000; activation, % at 6 µM; HEK293 lucGAA850 FXN promoter luciferase reporter, 24 h; percent of 10 µM SAHA response;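 active means activation above the average of all compounds screened plus 3 SD, cutoff fixed separately per campaign, cut at about 7.5% in these data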;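 further: 0% = DMSO wells and 100% = 10 µM SAHA wells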
DAX1 inh-1 – inhibitors of DAX1 repression of SF-1 activated StAR promoter | HEK293T StAR-luciferase reporter, SF-1/DAX-1 repression relief | inhibition, % at 6.8 µM | hit rate 1.1% among 370,000 | AID 652010;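 active means inhibition above the mean over all tested compounds plus 3 SD, cut at about 3.6% in these data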;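 further: 0% = DAX-1 cells with DMSO and 100% = cells lacking DAX-1 with DMSO; higher inhibition means more luminescence from relief of DAX-1 repression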
DAX1 inh-2 – inhibitors of human orphan nuclear receptor DAX1 (NR0B1). P51843. HEK293 Gal4-DAX1 luciferase reporter, luminescence. AID 504766. inhibition, % at 6.75 µM. hit rate 0.99% among 340,000;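 active means inhibition above the mean over all tested compounds plus 3 SD, cut at about 4.2% in these data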;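 further: 0% = DAX1-transfected cells with DMSO and 100% = empty-vector control cells with DMSO; inhibition shows as a rise in luminescence from relieved DAX1 repression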
sPLA2-III inh – Blocks human group III sPLA2 activity; Q9NZ20; QFRET BODIPY PC-A2 liposome hydrolysis, fluorescence; inhibition, % at 12.2 µM; hit rate 0.56% among 370,000;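 active means inhibition above mean plus 3 SD of compounds lying within the high and low control bounds, cut at about 19% in these data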;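 further: 0% = median of test compound wells and 100% = no enzyme DMSO wells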
hgDAF-12 ag – activates the H. glycines DAF-12 receptor ligand-binding domain; HEK293 GAL4-hgDAF12 UAS-luciferase reporter, agonist luminescence; normalized to butyrate control; activation, % at 6.8 µM; hit rate 1.8% among 370,000; AID 687014;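 active means activation above a cutoff set at the mean of all screened compounds plus 3 SD, cut at about 10% in these data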;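 further: 0% = DMSO wells and 100% = sodium butyrate wells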
ADAM10 inh – inhibitors of human ADAM10. inhibition, % at 7 µM. recombinant ADAM10, EDANS/DABCYL FRET peptide cleavage, 3 h. hit rate 0.62% among 370,000. O14672;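 active means inhibition above a per-campaign cutoff equal to the mean of compounds falling between control-based bounds plus 3 SD, cut at about 20% in these data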;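 further: 0% = DMSO wells while the 100% control is not disclosed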
GC-B act – GC-B (human) receptor activation | hit rate 0.11% among 370,000 | HEK293-GC-B cells, CNP EC30, cGMP TR-FRET; 0% at EC30 CNP, 100% saturating CNP | AID 1920062 | P20594 | activation, % at 10 µM;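 active means activation at 10 µM reaching about 35% in either raw or pattern-adjusted values, limit read from the data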
SMARCA2 activ – activators of SMARCA2 function. MG213 cells, MMTV-luciferase reporter, dexamethasone, overnight. activation, % at 9.1 µM. hit rate 1% among 370,000. AID 652017; in the data active means activation above about 7.8%;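 further: 0% = vehicle wells and 100% = reference activator wells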
ssDAF12 agonist – S. stercoralis DAF-12 activation, primary screen; HEK293 ssDAF-12/GRIP1 lit1-tk-luc reporter, luminescence; % of 3 µM dafachronic acid response; activation, % at 6.8 µM; hit rate 1% among 370,000;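 active means activation above the mean over all tested compounds plus 3 SD, cut at about 0.9% in these data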;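 further: 0% = DMSO-only wells and 100% = 3 µM delta7-dafachronic acid wells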
GC-A act – GC-A (human) enzyme activation; P16066; HEK293 GC-A cells, cGMP TR-FRET, EC30 ANP; 0% at EC30 ANP, 100% saturating ANP; activation, % at 10 µM; hit rate 0.14% among 370,000; AID 1671463; in the data active means activation above about 40%
Target sequence (P16066 whole entry, looked up): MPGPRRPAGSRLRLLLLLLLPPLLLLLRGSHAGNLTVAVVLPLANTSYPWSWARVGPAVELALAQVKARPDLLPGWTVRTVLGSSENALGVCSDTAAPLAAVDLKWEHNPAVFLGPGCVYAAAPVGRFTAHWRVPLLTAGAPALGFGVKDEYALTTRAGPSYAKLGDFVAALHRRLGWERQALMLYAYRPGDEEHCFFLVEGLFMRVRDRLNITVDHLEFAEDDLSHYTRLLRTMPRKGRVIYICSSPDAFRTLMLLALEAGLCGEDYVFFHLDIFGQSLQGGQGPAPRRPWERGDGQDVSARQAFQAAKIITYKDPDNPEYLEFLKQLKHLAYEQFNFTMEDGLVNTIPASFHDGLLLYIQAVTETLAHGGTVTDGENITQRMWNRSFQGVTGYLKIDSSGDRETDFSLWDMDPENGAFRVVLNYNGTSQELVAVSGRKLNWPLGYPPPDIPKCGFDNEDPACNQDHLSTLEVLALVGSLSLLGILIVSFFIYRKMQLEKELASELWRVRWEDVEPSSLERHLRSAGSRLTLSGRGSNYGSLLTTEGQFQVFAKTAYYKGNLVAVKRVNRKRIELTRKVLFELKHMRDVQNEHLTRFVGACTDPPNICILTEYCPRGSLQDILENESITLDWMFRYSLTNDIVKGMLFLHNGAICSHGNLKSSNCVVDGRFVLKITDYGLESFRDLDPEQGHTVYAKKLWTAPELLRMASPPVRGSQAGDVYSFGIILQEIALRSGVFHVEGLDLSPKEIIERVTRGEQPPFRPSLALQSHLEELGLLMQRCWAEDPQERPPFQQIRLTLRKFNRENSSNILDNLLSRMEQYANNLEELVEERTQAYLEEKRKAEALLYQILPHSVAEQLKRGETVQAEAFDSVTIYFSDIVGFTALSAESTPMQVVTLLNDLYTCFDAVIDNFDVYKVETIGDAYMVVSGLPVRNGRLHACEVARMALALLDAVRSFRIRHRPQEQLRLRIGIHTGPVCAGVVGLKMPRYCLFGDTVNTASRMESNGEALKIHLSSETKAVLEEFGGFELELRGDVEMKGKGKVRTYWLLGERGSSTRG
hcDAF-12 act – activates DAF-12 receptor from parasite H. contortus; HEK293 hcDAF-12 lit1-tk-luc reporter, luminescence; 0% DMSO, 100% Δ7-dafachronic acid; activation, % at 6.8 µM; hit rate 1.4% among 370,000; AID 652067;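 active means activation above the mean of all tested compounds plus 3 SD, cut at about 5.5% in these data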;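 further: 100% = response to 3 µM Δ7-dafachronic acid high control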
* = called active by the depositor; · = no result given.

nr	Compound	ssDAF12 agonist	hcDAF-12 act	GAA850 FXN act	GC-B act	SMARCA2 activ	hgDAF-12 ag	DAX1 inh-2	DAX1 inh-1	ADAM10 inh	sPLA2-III inh	GC-A act
1	C=CCn1c(-c2csc(-c3ccc(Cl)cc3)n2)n[nH]c1=S	-1.2	-0.2	1.5	-6	-1	2.1	-0.3	-0.5	14	2	-4
2	O=C(Nc1c2c(nn1-c1ccccc1)CS(=O)(=O)C2)c1cc2ccccc2o1	-0.9	0.4	0.9	-4	0	-0.3	-0.1	1.6	-3	-3	1
3	Cc1cc(C)cc(NC(=O)c2ccc(CSc3nnc(C)s3)cc2)c1	-1.2	0.2	2.8	0	1	4.0	-0.8	0.8	17	-14	-2
4	O=C(NCc1ccco1)C1CCCN(S(=O)(=O)Cc2ccccc2)C1 (stereo unspecified)	-1.2	-0.7	-0.5	-3	-1	-0.1	-0.5	0.3	1	5	-2
5	CN(C)C(=O)CCc1ccc2c3c([nH]c2c1)[C@]1(C)[C@@H](C(=O)N2CCOCC2)C[C@H](CC(=O)NCC24CC5CC(CC(C5)C2)C4)C(=O)N1CC3	-0.9	-1.7	0.6	4	-6	-1.6	0.0	1.1	-5	-18	0
6	CC(C)NC(=O)C1(C)Cc2c(-c3cccc(C(N)=O)c3)ccnc2O1 (stereo unspecified)	-1.5	-1.1	-0.7	3	0	3.5	·	0.5	1	0	4
7	COc1ccc(C(=O)Nc2ccccc2C(=O)NC(Cc2ccc(O)cc2)C(=O)NNC(=O)c2ccncc2)cc1 (stereo unspecified)	-0.8	0.7	2.7	-3	-1	4.5	-0.5	0.4	5	-20	3
8	CC(/C=C/c1ccccc1)=N\NC(=O)C1CC1(C)c1ccccc1 (stereo unspecified)	-1.3	-2.2	-1.5	3	-3	2.0	-0.2	-1.5	9	-10	-3
9	Cn1c(CNC(=O)c2ccccc2F)nnc1SCC(=O)N1CCN(c2ccccc2)CC1	-0.8	0.0	0.6	-1	0	-4.6	1.6	-0.7	-2	0	4
10	CC(=O)NC(c1ccccc1)c1cc(Cl)c2cccnc2c1O (stereo unspecified)	-1.1	-2.0	-4.0	5	-3	-6.3	-0.5	-1.0	12	-4	-1
11	COc1cccc(-c2nnc(N(C)C(=O)c3ccno3)s2)c1	-1.1	-0.2	·	-4	-1	3.1	·	0.2	-33	4	0
12	O=c1[nH]c(=S)[nH]cc1S(=O)(=O)c1cccc(Cl)c1	-0.3	0.1	0.6	2	-2	2.0	-0.9	-0.2	-3	6	4
13	NC(=O)N=Nc1c(O)[nH]c2ccc([N+](=O)[O-])cc12	-0.9	3.7	1.3	-3	-1	5.5	0.1	0.5	1	2	-4
14	CCOC(=O)[C@]12CCC=C1N(CCC1=CCCCC1)C(=O)[C@H](CC(=O)NCc1cccs1)C2	0.1	-1.5	·	4	-3	-1.2	·	-0.4	-14	3	2
15	CCC(C)C(=O)Nc1nnc(CCc2ccccc2)s1 (stereo unspecified)	-0.9	-0.6	4.0	-1	-2	4.0	-1.6	-0.1	15	-2	1

Some of the entries so far, as labelled records:
6) CC(C)NC(=O)C1(C)Cc2c(-c3cccc(C(N)=O)c3)ccnc2O1 (stereo unspecified)
  ssDAF12 agonist: -1.5; hcDAF-12 act: -1.1; GAA850 FXN act: -0.7; GC-B act: 3; SMARCA2 activ: 0; hgDAF-12 ag: 3.5; DAX1 inh-2: ·; DAX1 inh-1: 0.5; ADAM10 inh: 1; sPLA2-III inh: 0; GC-A act: 4
7) COc1ccc(C(=O)Nc2ccccc2C(=O)NC(Cc2ccc(O)cc2)C(=O)NNC(=O)c2ccncc2)cc1 (stereo unspecified)
  ssDAF12 agonist: -0.8; hcDAF-12 act: 0.7; GAA850 FXN act: 2.7; GC-B act: -3; SMARCA2 activ: -1; hgDAF-12 ag: 4.5; DAX1 inh-2: -0.5; DAX1 inh-1: 0.4; ADAM10 inh: 5; sPLA2-III inh: -20; GC-A act: 3

Going on with the list:
nr	Compound	ssDAF12 agonist	hcDAF-12 act	GAA850 FXN act	GC-B act	SMARCA2 activ	hgDAF-12 ag	DAX1 inh-2	DAX1 inh-1	ADAM10 inh	sPLA2-III inh	GC-A act
16	NS(=O)(=O)c1cnccc1Nc1ccc(Cl)cc1	-1.4	-1.8	0.8	-2	-3	-0.5	-0.2	-0.7	-7	4	2
17	O=C(Nc1cccc2ccccc12)c1cnsn1	-1.1	-1.0	2.5	1	1	-1.0	-0.2	0.2	2	6	-3
18	S=C(CN1CCCC1=S)NCCc1ccccc1	-1.3	-0.2	0.0	6	-1	0.7	0.4	0.3	5	4	1
19	COc1ccc(/C=N/NC(=O)c2cccnc2)cc1COc1ccc([N+](=O)[O-])cc1	-1.8	-3.5	-3.8	-9	-6	0.2	-0.1	-1.5	4	-13	-7
20	CCN(CC)S(=O)(=O)c1ccc(Cl)c(C(=O)NNC(=O)c2csc(N3CCOCC3)n2)c1	-1.0	-0.5	0.2	-2	1	-1.3	0.8	-2.4	0	1	0
21	O=C1CCN(CCc2ccccc2)CCN1CCOc1ccccc1	-1.1	0.0	1.6	0	1	0.8	0.5	0.3	7	1	2
22	O=C(O)Cc1c[nH]c2ccc(O)cc12	0.1	1.7	2.0	2	3	-1.7	0.6	-1.0	-1	-3	2
23	Cc1onc(-c2ccccc2)c1C(=O)NNC(=O)c1ccccc1O	-0.7	1.2	0.8	5	-1	3.9	1.7	-2.2	-12	7	-1
24	CCCCCCC(=O)NC1CCCCN(Cc2ccccc2C)C1=O (stereo unspecified)	0.2	1.1	·	1	-1	2.4	·	0.4	1	11	3
25	COc1cc(OC)cc(-c2n[nH]c(=S)n2-c2cc(OC)ccc2OC)c1	-1.2	-1.2	3.9	-17	0	0.7	-0.3	0.5	-7	4	-12
26	CC(C)(CS(=O)(=O)[O-])NC(=O)CC[N+](C)(C)CCO	-1.4	0.1	2.2	7	0	-0.4	0.5	0.1	-7	7	4
27	N#CCCN(CCC#N)C(=O)c1ccc2c(c1)OCO2	-1.2	0.4	-0.5	10	3	-1.4	1.6	-0.3	4	3	-6
28	O=C(Cc1cccc(C(F)(F)F)c1)NCc1ccc(Cl)cc1Cl	-1.1	-1.2	3.2	-4	-1	0.4	-1.1	-0.2	16	-11	-5
29	COc1ccc(C(C)=O)cc1CSc1nnc(Nc2ccccc2)s1	-1.8	-4.8	-2.4	0	-8	-9.0	-3.8	-3.3	7	-22	-5
30	CCCCNC(=O)CC1N=C2c3ccccc3N=C(SCC(=O)Nc3cccc(OC)c3)N2C1=O (stereo unspecified)	-0.8	-2.4	-1.1	-5	-3	1.3	-0.4	-0.3	-16	-8	-3
31	CCC(CC)C(=O)OCC(=O)NC12CC3CC(CC(C3)C1)C2	-1.9	-0.5	1.3	-3	1	1.8	2.0	-0.7	1	3	-2
32	S=c1nc[nH]c2c1ncn2C1CCCC1	-1.1	-1.9	0.1	7	-1	-1.7	2.3	-0.1	1	6	5
33	CC(C)CCn1c(COc2ccccc2)n[nH]c1=S	-1.3	-0.9	-0.1	-9	-1	-2.0	1.5	0.1	-4	-1	-5
34	COc1ccc(C(=O)N/N=C(\C)c2cccc(NC(=O)c3ccc(F)cc3)c2)c(OC)c1	-1.0	-1.8	7.1	4	-1	0.7	0.2	0.5	-1	6	3
35	COc1ccc(S(=O)(=O)N2CCOCC2)cc1NC(=O)COC(=O)c1[nH]c(C)c(C(C)=O)c1C	-1.0	-1.1	3.4	2	-3	-5.8	0.2	-2.0	-9	1	5
36	Cc1cn(CC(=O)NCc2ccccn2)c(=O)[nH]c1=O	-1.1	-0.1	0.3	3	-2	-1.2	0.6	0.2	5	1	0
37	CC1=CC(C)(C)N2C(=O)C3(C(C#N)=C(N)OC4=C3C(=O)CCC4)c3c(C)c(C)cc1c32 (stereo unspecified)	-0.9	-0.8	-2.0	11	-3	-1.4	-1.0	-0.8	0	4	-2
38	CCC(Sc1nc2n[nH]c(C)c2c(=N)n1-c1cccc(Cl)c1C)C(=O)N(CC)CC (stereo unspecified)	-1.3	-0.7	-16	-1	-2	-1.3	1.0	-0.3	1	8	-2
39	COc1ccccc1CNC(=S)NC1CCCCC1	-1.7	-0.8	1.0	0	-4	-2.8	-0.2	-0.4	3	9	-4
40	COc1ccc(Cl)cc1NC(=O)C[n+]1ccccc1	-1.0	-1.1	0.6	0	0	0.5	1.2	-0.2	8	0	6
41	COc1ccc2cc(/C(C)=N/NC(=O)c3cc(-c4cccnc4)nc4ccccc34)ccc2c1	-0.3	4.4	3.3	-2	1	1.4	-0.5	0.2	-226	2	0
42	Cc1ccc(S(=O)(=O)N2CCOCC2)cc1N/N=C(\C#N)c1nc2ccccc2[nH]1	-1.1	-1.2	5.6	21	1	2.5	-0.5	-0.4	4	-10	27
43	CCOC(=O)C1(Cc2ccccc2C(F)(F)F)CCN(C(=O)c2cc(C)n(C)n2)CC1	-0.2	-0.3	2.1	3	5	5.2	2.4	1.1	2	4	1
44	Cc1ccc(NC(=O)CCCn2nc(C)c3c(C)n(-c4ccccc4)nc3c2=O)cc1C	-0.9	-0.1	-0.2	-15	-1	-0.8	0.9	0.2	-37	3	-30
45	Cc1occc1C(=O)N/N=C/C=C/c1ccccc1[N+](=O)[O-]	-1.1	1.6	2.8	-3	6	6.5	0.4	0.4	-4	-2	-2
46	Nc1ccc(Oc2ncccn2)cc1	-1.7	-1.6	-0.1	-6	-1	3.3	-1.0	0.0	-2	12	0
47	CN(C)Cc1c(C(C)(C)O)[nH]c2cc(F)ccc12	-0.1	-1.2	·	0	2	-1.8	·	0.7	-8	-1	2
48	CC1=NN(c2ccccc2)C(=O)/C1=C\c1cc(C)n(-c2ccccc2)c1C	-0.7	0.2	-1.4	-1	-2	-2.6	-0.2	0.3	3	7	-4
49	CS(=O)(=O)N(CC(O)Cn1c2ccccc2c2ccccc21)c1ccccc1 (stereo unspecified)	-1.6	-2.0	-4.3	-21	-1	0.5	-0.3	0.1	6	-53	-20
50	Cc1cccc2c1N(CCOc1ccccc1Cl)C(=O)C2=O	-1.3	-0.7	0.6	-2	0	-2.3	1.2	-0.7	12	16	-2
51	COc1ccc(OCC(O)CON2C(=O)c3ccccc3C2=O)cc1 (stereo unspecified)	-0.8	0.0	-2.2	-8	1	-1.2	1.6	1.3	-8	-3	2

Compound activity as filed in PubChem.
